Source: PubChem BioAssay (National Center for Advancing Translational Sciences (NCATS))
ELG1 repair inh = blocks ELG1-dependent DNA repair in HEK293T cells. HEK293T ELG1-luciferase reporter, luminescence, 16 h; DNA damage induced by 5-fluorouridine. Potency, µM (top dose mostly 46.1 µM), inactives show at the highest dose activity change, negative = inhibition, hits mostly inhibitors. 2.3% of 330,000 active; also: potency is read from the fitted curve at half-maximal effect; % is scaled to controls: 0 for no effect and ±100 for the full control effect; nearly all actives have a fitted effect of over 55% in size
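Step one: seed 2,000 cells per well. Step two: pin-transfer compound or DMSO alongside 5-fluorouridine. Step three: incubate 16 hr, 37 °C, 5% CO2. Step four: add ONE-Glo, wait 30 min, read luminescence.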
A-T KAP1 phos = candidate therapy for ataxia-telangiectasia. […] A-T fibroblasts, KAP-1 phosphorylation AlphaLISA; neocarzinostatin DNA damage 30 min before lysis. Potency, µM (highest dose often 57.5 µM), inactives show at the top dose activation, actives largely listed as activators. 0.19% of 320,000 active. AID 485349; also: potency is read from the fitted curve at half-maximal effect; % of control where 0% means no effect; nearly all actives have a fitted effect of over 45% in size
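ATM-like activity read as KAP-1 phosphorylation via AlphaLISA donor/acceptor antibody pairs after lysis and 6 hr at 25C. Cells were ATM-null patient fibroblasts ([…], hTERT), dosed 60 min, then exposed to the DSB inducer NCS for 30 min.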
TRPV1 ag = activates the human vanilloid receptor TRPV1 | Q8NER1 | TRPV1-expressing cells, Fluo-8 calcium influx, agonist mode | activation, % at 8.33 µM | 0.19% of 320,000 active | AID 540275; in the data active = activation above about 80%; inconclusive = between about 30% and that limit; also: 0% is about no effect
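Cells expressing TRPV1 were dye-loaded with Fluo-8 and read kinetically: 10 s baseline, 3 min after compound (agonist portion), then 2 min after EC20 capsaicin (allosteric enhancer portion). Calcium-bound dye fluorescence at 480/520 nm.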
TSG101-PTAP inh = blocks PTAP/TSG101 interaction to inhibit HIV-1 budding; Fluorescence polarization, FITC-PTAP peptide / Tsg101 binding; Potency, µM (series often up to 115 µM), without a hit: at the top dose activity change, negative = inhibition, usual class: inhibitors; 340,000 tested, under 10 active; active = well fitted inhibition curve with a large enough effect in the main read-out, with a control signal flat, not every such curve was filed as active; inconclusive = small, poorly fitted or top-dose-only effect, or effect the other way, or a change in a side signal; inactive = no such curve, though single readings can be large or run the other way; also: potency is read from the fitted curve at half-maximal effect; % of control where 0% means no effect
Target sequence (Q99816 whole entry, looked up): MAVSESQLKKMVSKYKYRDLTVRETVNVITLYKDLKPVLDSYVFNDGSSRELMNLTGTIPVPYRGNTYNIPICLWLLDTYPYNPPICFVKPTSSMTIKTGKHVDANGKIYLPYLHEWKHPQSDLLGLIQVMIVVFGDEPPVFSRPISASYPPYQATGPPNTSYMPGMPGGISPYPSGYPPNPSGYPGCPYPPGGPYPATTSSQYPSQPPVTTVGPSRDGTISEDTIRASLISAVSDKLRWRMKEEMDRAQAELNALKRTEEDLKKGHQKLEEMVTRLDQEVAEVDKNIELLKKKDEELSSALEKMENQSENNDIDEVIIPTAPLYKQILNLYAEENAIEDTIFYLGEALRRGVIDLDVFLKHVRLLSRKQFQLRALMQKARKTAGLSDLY
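Tsg101 binding domain (10 uM final) was mixed with compound and a FITC-labeled PTAP peptide (50 nM final) in HEPES pH 7.5 buffer with NaCl, Tween 20, EDTA and TCEP; fluorescence polarization was read after 20 min at r.t.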
B2AR arrestin = beta2AR (human) beta-arrestin recruitment activity | 0.02% of 330,000 active | P07550 | beta-arrestin recruitment to beta2AR, cell-based reporter | Potency, µM (top dose mostly 46.1 µM), for the others: at the highest dose activation, hits mostly activators;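 also: potency is read from the fitted curve at half-maximal effect; 0% = DMSO controls and full agonism = EC100 isoproterenol or metaproterenol; nearly all actives have a fitted effect of over 65% in size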
Target sequence (P07550 whole entry, looked up): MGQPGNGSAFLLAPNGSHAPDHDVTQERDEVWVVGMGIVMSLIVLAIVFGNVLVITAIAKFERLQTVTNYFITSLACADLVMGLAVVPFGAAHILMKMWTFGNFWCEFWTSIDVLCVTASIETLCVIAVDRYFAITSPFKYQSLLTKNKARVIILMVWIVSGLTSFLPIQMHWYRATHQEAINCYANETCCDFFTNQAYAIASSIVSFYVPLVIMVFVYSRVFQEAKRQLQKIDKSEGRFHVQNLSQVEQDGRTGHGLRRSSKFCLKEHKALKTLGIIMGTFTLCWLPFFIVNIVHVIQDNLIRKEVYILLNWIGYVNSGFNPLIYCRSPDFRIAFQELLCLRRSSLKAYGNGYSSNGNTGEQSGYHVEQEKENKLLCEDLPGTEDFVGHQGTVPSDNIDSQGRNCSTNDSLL
p53 reactivation = re-activators of mutant p53; Potency, µM (titrated, usually from 92.2 µM), without a hit: at the top dose activity change, positive = activation, usual class: activators; AID 504706; H1299 p53-A138V BP100-luciferase reporter, luminescence, 24 h; 0.063% of 320,000 active; also: potency is read from the fitted curve at half-maximal effect; % of control where 0% means no effect; nearly all actives have a fitted effect of over 45% in size
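H1299 (p53-null), stable ts p53-A138V + BP100-Luc; 1000 cells/well, Opti-MEM/10% FBS; cpd 4 pt, 1:5; 24 h, 37 deg C, 5% CO2; detection reagent 10 min RT; luminescence.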
BRCA1 expr up = increases BRCA1 expression. MCF7-BRCA1-FFLuc reporter, luminescence, 48 h; response scale: scaled: vehicle 0%, 10 µM genistein 100%. Potency, µM (highest dose often 46.1 µM), for inactives: top-dose activation, most hits filed as activators. 1.1% of 380,000 active; also: potency is read from the fitted curve at half-maximal effect; nearly all actives have a fitted effect of over 80% in size; some results filed as inactive show a strong effect at the top dose
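MCF7-BRCA1-FFLuc, 2000 cells/well; 2 h attach, 37 °C/5% CO2; compound 48 h; luciferase substrate 15 min; luminescence end-point. Norm. to genistein 10 microM max activation and DMSO; concentration-response curves fitted.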
Integrin act MD = activators of alpha7 integrin expression for muscular dystrophy; 0.064% of 350,000 active; Potency, µM (highest dose often 38.3 µM), for inactives: at the highest dose activation, actives largely listed as activators; alpha7betagal myoblasts, beta-gal FDG fluorescence, 48 h; AID 624291;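 also: potency is read from the fitted curve at half-maximal effect; 100% = response of the positive control SU9516; nearly all actives have a fitted effect of over 60% in size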
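Alpha7betagal+/- myoblasts (passage 13) were plated 16-24 hr, then exposed to compounds (1:260 dilution of DMSO stock) for 48 hours at 37C. After MPER lysis, β-galactosidase reporter activity was read as FDG fluorescence (ex 480/em 540) after 30 minutes.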
TCR activator = activators of T cell receptors | primary human leukocytes, anti-CD3, IL-2 HTRF, 48 h | 330,000 tested, under 10 active | Potency, µM (series often up to 9.22 µM), for inactives: at the top dose activation of IL-2 secretion, most hits filed as activators; also: % of control where 0% means no effect
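TCR engagement came from a-CD3 beads alone, with compounds added to primary human leukocytes for 48 hr. Secreted IL-2 bridged europium cryptate- and d2-labelled anti-IL-2 antibodies, giving FRET emission at 665nm after 320nm excitation.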
MLL CXXC-DNA inh = inhibitors of human MLL CXXC domain-DNA interaction; Q03164; MLL-CXXC / FITC-HOXA9 DNA fluorescence polarization; Potency, µM (doses to about 115 µM), for inactives: top-dose activity change, negative = inhibition, most hits filed as inhibitors; 0.037% of 290,000 active; active = well fitted inhibition curve with a large enough effect in the polarisation, with a control signal flat, not every such curve was filed as active; inconclusive = small, poorly fitted or top-dose-only effect, or effect the other way, or a change in a side signal; inactive = no such curve, though single readings can be large or run the other way; the % refers to the polarisation; also: potency is read from the fitted curve at half-maximal effect
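Steps: dispense CXXC domain solution (7 uM) → pin compounds or unlabeled HOX-A9 DNA control → 5 min ambient → add FLSN-HOX-A9 solution (50 nM) → spin → 30 min ambient → fluorescence polarization. Tris pH 7.5/NaCl/DTT/BSA buffer.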
Numbers without * were called inactive; ? = inconclusive; / = not tested or not shown; [ ] = dose if it differs, or a comment. Unless noted, calls follow the shape of the dose curve; as a rule, active = well fitted curve in the direction sought with a large enough effect; inconclusive = small, poorly fitted or top-dose-only effect, or another doubt; inactive = no such curve, though single readings can be large; an effect the other way counts as inactive or inconclusive. Outcome played no part in choosing rows. Share with any hit: about 3.8%.

SMILES	ELG1 repair inh	A-T KAP1 phos	TRPV1 ag	TSG101-PTAP inh	B2AR arrestin	p53 reactivation	BRCA1 expr up	Integrin act MD	TCR activator	MLL CXXC-DNA inh
CCn1c(/N=C/c2ccccc2NS(=O)(=O)c2ccc(C)cc2)nc2ccccc21	-23%	1%	2	2%	-0.5%	-16%	-82%[inhibitor]	-7%	-18%[46.1 µM]	-17%
CC(C)CN1C(=O)c2ccc(C(=O)Nc3ccncc3)cc2C1=O	?	5%	?	-5%	-0.9%	1%	-5%	-1%[7.66 µM]	/	1%
COc1ccc(N2C(=O)CCC(C(=O)N3CCN(c4ccccn4)CC3)C2c2ccc(F)cc2)cc1 (configuration not stated)	5%	-3%	0	-7%	-0.1%	-3%	-2%	0%	6%	0%
CO/N=C/CC(=O)c1cnc(-c2ccccc2)s1	13%	-3%	1	-7%	0.3%	5%	64%	-1%	-4%	-3%
Cc1ccc(C(=O)N/N=C\c2ccc(OC(=O)c3cccc(F)c3)cc2)cn1	?	-1%	-2	-2%	-0.7%	5%	2%	-16%	5%	93%[activator]
CS(=O)(=O)N(Cc1ccc(C(=O)N2CCc3ccccc3C2)cc1)c1ccccc1	0%	1%[11.5 µM]	1	-1%	0.4%	0%	7%	-12%	-2%	4%
CC(=O)C1=C(C)NC(SCC(N)=O)=C(C#N)C1c1sccc1C (configuration not stated)	1%	-6%	4	-3%	0.4%	-2%	18%	-7%	6%	1%
CCC1(CC)Cc2ccccc2C(CC(=O)N2CCOCC2)=N1	6%	8%	?	-3%	8.8%	1%	-23%	4%	-2%	-16%
COc1cc2c(cc1OC)-c1nnc(C)n1C1(CCCC1)C2	13%	2%	0	0%	0.2%	-8%	-8%	-6%	-5%[46.1 µM]	13%
CC1=C(C(=O)OC2CCCCC2)C(c2ccc(F)cc2)NC(=O)N1 (configuration not stated)	-11%	-11%	-2	-5%	0.5%	-4%	-41%	-8%	2%	-2%
CCCN1CCC(=O)N([C@H](COc2ccccc2)Cc2ccccc2)CC1	4%	-10%	5	0%	-0.5%	/	-8%	0%	-5%	-3%
CC(C)C[C@@]12C(=O)N(c3cccc(F)c3)C(=O)N1[C@H](c1ccc(Br)cc1)[C@@H]1C(=O)N(C(C)(C)C)C(=O)[C@@H]12	17%	15%	7	-3%	0.0%	7%	-20%	31%	4%	/
COc1ccc(CCNC(=O)CCC(=O)Nc2ccccc2[N+](=O)[O-])cc1OC	19%	3%	-1	-1%	-0.8%	/	5%	?	1%	16%
Cc1nn(C)c(C)c1S(=O)(=O)N(CC(=O)Nc1ccc2c(c1)OCO2)c1ccc(C(C)C)cc1	-4%	-1%	-3	-4%	-0.7%	12%	-36%	11%	-2%[46.1 µM]	5%
COC(=O)c1ccc2nc(Nc3nc4c(F)cc(F)cc4s3)sc2c1	?	11%	-1	4%	0.2%	-12%	-106%	16%	3%[46.1 µM]	10%
CC1CC(C)CN(C(=O)c2cccc(S(=O)(=O)N(C)c3ccccc3)c2)C1 (configuration not stated)	-10%	-2%	?	-2%	-0.1%	-8%	-13%	-6%	-75%	/
Cc1ccc(S(=O)(=O)N2CCOCC2)cc1N/N=C(\C#N)c1nc2ccccc2[nH]1	8.2µM*	-3%	3	-2%	-0.3%	11%	-38%	28%	1%[46.1 µM]	-9%
CCCNC(=O)c1ccc(C2SCC(=O)N2Cc2ccccc2)cc1 (configuration not stated)	-2%	0%	2	-2%	-1.0%	-8%	-4%	-11%	-4%[46.1 µM]	-3%
O=C(O)CCc1ccc(S(=O)(=O)Nc2ccccc2C(=O)NCCc2ccccc2)cc1	?	6%	-4	-2%	0.2%	?	78%	?	-4%	-6%
N#Cc1c(C(F)(F)F)cc(-c2cccs2)nc1SCc1ccc(Cl)nc1	18%	4%	3	-8%	-4.1%	-3%	-24%	19%	/	-20%
CCOc1ccc(N2C(=O)CC(SCc3nc4ccccc4[nH]3)C2=O)cc1 (configuration not stated)	16%	1%	13	-1%	-0.6%	7%	-4%	-14%	-10%	-5%
CCOC(=O)/C(C#N)=C/c1cn(CCC(=O)O)nc1-c1ccccc1	16%	2%	-2	0%	0.2%	-2%	-6%	-9%	1%[46.1 µM]	-1%
O=C(Cn1nc(-c2ccco2)ccc1=O)Nc1cc(Cl)ccc1Cl	7%	13%	2	-6%	0.2%	6%	5%	16%	-5%	-3%
O=C1NC(=O)C(c2cn(-c3ccccc3)nc2-c2ccc(F)cc2)N1 (configuration not stated)	0%	-1%	14	-7%	0.0%	-2%	-17%	28%	3%	4%

Sorted by SMILES length (highest first): three of the compounds above
SMILES	ELG1 repair inh	A-T KAP1 phos	TRPV1 ag	TSG101-PTAP inh	B2AR arrestin	p53 reactivation	BRCA1 expr up	Integrin act MD	TCR activator	MLL CXXC-DNA inh
CCCN1CCC(=O)N([C@H](COc2ccccc2)Cc2ccccc2)CC1	4%	-10%	5	0%	-0.5%	/	-8%	0%	-5%	-3%
COc1cc2c(cc1OC)-c1nnc(C)n1C1(CCCC1)C2	13%	2%	0	0%	0.2%	-8%	-8%	-6%	-5%[46.1 µM]	13%
CO/N=C/CC(=O)c1cnc(-c2ccccc2)s1	13%	-3%	1	-7%	0.3%	5%	64%	-1%	-4%	-3%

Taken from above.
B2AR arrestin result of CCOc1ccc(N2C(=O)CC(SCc3nc4ccccc4[nH]3)C2=O)cc1 (configuration not stated) : -0.6%
TCR activator result of CC1CC(C)CN(C(=O)c2cccc(S(=O)(=O)N(C)c3ccccc3)c2)C1 (configuration not stated) : -75%
p53 reactivation result of N#Cc1c(C(F)(F)F)cc(-c2cccs2)nc1SCc1ccc(Cl)nc1 : -3%
TSG101-PTAP inh result of O=C(Cn1nc(-c2ccco2)ccc1=O)Nc1cc(Cl)ccc1Cl : -6%

Continuation.
SMILES	ELG1 repair inh	A-T KAP1 phos	TRPV1 ag	TSG101-PTAP inh	B2AR arrestin	p53 reactivation	BRCA1 expr up	Integrin act MD	TCR activator	MLL CXXC-DNA inh
CCOC(=O)C1(CC2CCCCO2)CCN(Cc2cc3ccccc3[nH]2)CC1 (configuration not stated)	?	9%	?	4%	-0.3%	-3%	-95%[inhibitor]	-70%[inhibitor]	3%	9%
COc1ccccc1C(=O)COC(=O)CCN=C1NS(=O)(=O)c2ccccc21	10%	0%	8	-3%	0.4%	-4%	-5%	11%	-4%	/
O=c1c2c(nc3nc(NCc4ccccc4Cl)[nH]n13)CCC2	10%	5%	0	/	-0.1%	6%	/	/	/	-1%
CNC(=S)N1CCN(c2ccccc2OC)CC1	4%	-5%	-5	-5%	0.1%	-2%	2%	2%	0%	2%
CCCCC(=O)NC1(C(F)(F)F)C(=O)Nc2c1c(=O)[nH]c(=O)n2Cc1ccco1 (configuration not stated)	?	-5%	2	1%	-0.4%	16%	18%	-28%	-1%	8%
CCCCOCCCNC(=O)CC(C)c1ccccc1 (configuration not stated)	10%	2%	27	-2%	-0.6%	-8%	-10%	16%	-8%[46.1 µM]	14%
Cc1cccc(-n2c(C)n[nH]c2=S)c1C	/	/	3	5%	/	/	-7%	21%	4%	-14%
COc1ccc(CCN2CCCC(CN(C)Cc3cccc(OC)c3)C2)cc1 (configuration not stated)	-29%	2%	-2	-4%	-0.4%	-4%	-16%	-54%[inhibitor]	1%	-10%
Cc1ccc(C(=O)Nc2ccccc2C(=O)N2CCCCC2C)cc1 (configuration not stated)	5%	-11%	10	0%	-0.3%	10%	-2%	-1%	-1%	-3%
CCOC(=O)N/N=C/c1ccc(F)cc1F	?	7%	13	-9%	0.0%	?	81%	0%	-6%[46.1 µM]	6%
O=C(c1ccc(CS(=O)(=O)c2ccc(Br)cc2)o1)N1CCCCCC1	-20%	-1%	19	-2%	-0.6%	6%	-8%	0%	-3%	2%
CCC(CO)Nc1nc(CN2CCCCC2)nc2scc(-c3ccccc3)c12 (configuration not stated)	5%	-7%	2	7%	0.2%	-4%	-13%	-46%[inhibitor]	-8%[46.1 µM]	4%
O=C(Nc1ccc2oc(-c3ccccc3)nc2c1)c1cc(-n2cnnc2)ccc1Cl	12%	3%	?	-5%	0.4%	-5%	68%	16%	3%	-2%

2 consecutive compounds out of the list so far, for reference:
SMILES	ELG1 repair inh	A-T KAP1 phos	TRPV1 ag	TSG101-PTAP inh	B2AR arrestin	p53 reactivation	BRCA1 expr up	Integrin act MD	TCR activator	MLL CXXC-DNA inh
CCC(CO)Nc1nc(CN2CCCCC2)nc2scc(-c3ccccc3)c12 (configuration not stated)	5%	-7%	2	7%	0.2%	-4%	-13%	-46%[inhibitor]	-8%[46.1 µM]	4%
O=C(Nc1ccc2oc(-c3ccccc3)nc2c1)c1cc(-n2cnnc2)ccc1Cl	12%	3%	?	-5%	0.4%	-5%	68%	16%	3%	-2%
